# VLA-4 inh: inhibition in a human VLA-4 binding assay. P13612. VLA-4 expressing cells, ligand binding flow cytometry. inhibition, % (about 7 µM as worked out from the volumes in the protocol). 330,000 tested, 0.2% active; in the data active = inhibition above about 50%
# RPL19A-GFP yeast: alters RPL19A-GFP fluorescence in TOR pathway yeast screen. S. cerevisiae RPL19A-GFP strain, flow cytometry, 3 h; stronger effect = lower value. percent response vs DMSO, % at 10 µM. 330,000 tested, 0.3% active;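 active = percent response vs DMSO below 50%; inconclusive = fewer than 70 events counted for the yeast strain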;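 note: median channel GFP fluorescence of the barcoded RPL19A-GFP strain; ratio of sample median GFP to plate DMSO average so 100% = DMSO; lower means less RPL19A-GFP as with rapamycin TOR inhibition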
# AGP1 TOR yeast: yeast TOR pathway AGP1-GFP modulation; S. cerevisiae AGP1-GFP multiplex flow cytometry, 3 h; GFP as percent of DMSO wells; GFP response vs DMSO, % at 10 µM; 320,000 tested, 0.02% active;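 active = GFP response relative to DMSO above a set limit, near screen average plus 3 SD, cut at about 150% in these data; inconclusive = fewer than 70 cells counted for the yeast strain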;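 note: median GFP channel fluorescence of the gated AGP1 strain per well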
# LAP4 TOR yeast: modulators of TOR pathway LAP4-GFP in S. cerevisiae; GFP response vs DMSO, % at 10 µM; AID 2023; S. cerevisiae LAP4-GFP multiplex, flow cytometry GFP, 3 h; median GFP as percent of DMSO wells; 320,000 tested, 0.34% active;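 active = GFP response vs DMSO above a set limit, about the screen mean plus 3 SD, cut at about 150% in these data; inconclusive = under 70 cell events counted for the yeast strain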
# GASC-1 inh: blocks human GASC-1 demethylase activity; GST-JMJD2C(1-420) H3K9me3 demethylation, DELFIA europium; inhibition, % at 2.35 µM; 330,000 tested, 0.069% active; AID 2099;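 active = more than half of a compound's replicate wells show inhibition beyond 50%, single wells judged on their own value; inconclusive = some, but no more than half, of replicates pass 50% inhibition; inactive = no replicate passes 50% inhibition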;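 note: signal counts dimethyl H3K9 product captured on neutravidin plate; 0% = median of DMSO wells and 100% = 0.3 times that DMSO median; strong numbers were not always called active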
# CIT2-GFP yeast: yeast TOR pathway CIT2-GFP modulation; S. cerevisiae CIT2-GFP strain, flow cytometry, 3 h; 100 means same as DMSO wells; GFP response vs DMSO, % at 10 µM; 320,000 tested, 0.065% active;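 active = GFP response relative to DMSO above a set limit, near the screen mean plus 3 SD, cut at about 150% in these data; inconclusive = Fewer than 70 cells measured for a yeast strain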;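 note: ratio of well median GFP fluorescence to mean of DMSO wells on the plate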
# GRK2 inh: blocks RNA aptamer binding to human GRK2; P25098; inhibition of aptamer binding, % at 10 µM; 330,000 tested, 0.59% active; bead flow cytometry, FAM-aptamer displacement from GRK2; AID 488847;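 active = inhibition of aptamer binding above 40%, roughly 3 SD of noise, on plates passing a quality check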;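 note: median bead fluorescence of bound FAM aptamer so fluorescent compounds give negative values; no value below 0 was filed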
# Target sequence (P25098 whole entry, looked up): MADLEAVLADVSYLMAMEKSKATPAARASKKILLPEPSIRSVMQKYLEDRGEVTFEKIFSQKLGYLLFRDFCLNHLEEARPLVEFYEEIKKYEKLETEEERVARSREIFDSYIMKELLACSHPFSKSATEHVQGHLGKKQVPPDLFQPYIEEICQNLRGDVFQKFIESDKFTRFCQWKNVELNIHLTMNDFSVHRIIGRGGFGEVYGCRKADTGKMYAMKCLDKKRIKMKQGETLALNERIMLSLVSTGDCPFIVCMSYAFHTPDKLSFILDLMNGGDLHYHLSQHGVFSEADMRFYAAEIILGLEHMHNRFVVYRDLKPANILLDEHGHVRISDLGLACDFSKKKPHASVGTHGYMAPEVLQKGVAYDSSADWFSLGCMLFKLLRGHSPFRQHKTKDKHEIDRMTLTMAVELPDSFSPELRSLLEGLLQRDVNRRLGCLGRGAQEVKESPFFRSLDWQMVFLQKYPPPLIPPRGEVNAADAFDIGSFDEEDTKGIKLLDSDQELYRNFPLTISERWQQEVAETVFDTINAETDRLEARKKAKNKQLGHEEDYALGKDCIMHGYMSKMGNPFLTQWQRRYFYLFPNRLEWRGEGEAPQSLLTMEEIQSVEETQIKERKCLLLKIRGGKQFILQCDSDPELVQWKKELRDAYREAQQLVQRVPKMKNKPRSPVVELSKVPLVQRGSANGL
# MEP2 TOR yeast: modulators of TOR pathway MEP2-GFP in S. cerevisiae | S. cerevisiae MEP2-GFP strain, flow cytometry GFP, 3 h; 100% = DMSO control level | GFP response vs DMSO, % at 10 µM | 330,000 tested, 0.51% active | AID 2016;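 active = GFP response versus DMSO above a set limit, roughly screen mean plus 3 SD, cut at about 180% in these data; inconclusive = fewer than 70 cells counted for a yeast strain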;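 note: median GFP fluorescence of the barcode-gated MEP2-GFP cells per well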
# Numbers without * were called inactive; ? = inconclusive; . = not tested or not shown; [ ] = remark or other dose.
SMILES,VLA-4 inh,RPL19A-GFP yeast,AGP1 TOR yeast,LAP4 TOR yeast,GASC-1 inh,CIT2-GFP yeast,GRK2 inh,MEP2 TOR yeast
O=[N+]([O-])c1ccc(Sc2cc[n+]([O-])c3ccccc23)c([N+](=O)[O-])c1,2,108,114,112,-3,102,1,109
Cc1c(CCCC(=O)O)sc(N)c1C(=O)c1cccc(C(F)(F)F)c1,-9,103,89,105,-1,108,4,97
Cc1nnc(SCC(=O)NCc2ccccc2)n1-c1ccccc1,10,97,92,95,6,92,0,97
O=C(CSc1nc2ccccc2c(=O)n1-c1ccccc1)NCc1ccc2c(c1)OCO2,-16,97,101,96,3,101,0,101
Cc1cccc(NC(=O)NCCc2c[nH]c3ccccc23)c1,7,98,100,96,117,98,0,99
S=c1[nH]nc(-c2cccnc2)n1/N=C/c1ccc(Br)s1,5,99,99,96,-9,100,2,102
Cc1csc(SC(C)C(=O)NCc2ccc3c(c2)OCO3)n1 (centres undefined),10,100,102,102,15,104,1,106
O=C(CCC1CCCCC1)NNC(=O)NC12CC3CC(CC(C3)C1)C2,9,102,101,105,-4,96,2,102
COC(=O)c1ccccc1NC(=O)CSc1nc(Nc2ccccc2)nc(N2CCOCC2)n1,-10,95,94,101,2,98,0,101
O=C(Cc1ccccc1F)Nc1nc(-c2cccnc2)cs1,5,97,86,78,-15,90,2,95

# Some of these compounds in order of molar mass, highest first:
SMILES,VLA-4 inh,RPL19A-GFP yeast,AGP1 TOR yeast,LAP4 TOR yeast,GASC-1 inh,CIT2-GFP yeast,GRK2 inh,MEP2 TOR yeast
O=C(CSc1nc2ccccc2c(=O)n1-c1ccccc1)NCc1ccc2c(c1)OCO2,-16,97,101,96,3,101,0,101
Cc1nnc(SCC(=O)NCc2ccccc2)n1-c1ccccc1,10,97,92,95,6,92,0,97
Cc1csc(SC(C)C(=O)NCc2ccc3c(c2)OCO3)n1 (centres undefined),10,100,102,102,15,104,1,106
Cc1cccc(NC(=O)NCCc2c[nH]c3ccccc23)c1,7,98,100,96,117,98,0,99

# Following part
SMILES,VLA-4 inh,RPL19A-GFP yeast,AGP1 TOR yeast,LAP4 TOR yeast,GASC-1 inh,CIT2-GFP yeast,GRK2 inh,MEP2 TOR yeast
O=S(=O)(NCCCCCNS(=O)(=O)c1c(F)cccc1F)c1ccc2c(c1)OCCO2,-7,96,100,97,-5,104,2,93
Cc1cccc(-n2c(C)cc(/C=N/NC(N)=S)c2C)c1,7,96,91,103,97,85,2,93
COc1cc(NC(=O)COc2ccc(F)cc2)nc(OC)n1,-6,103,103,111,1,104,0,107
CCN(CC)S(=O)(=O)c1ccc(F)cc1,-7,99,108,93,-6,98,0,99
Oc1ccc(-c2nccc(-c3ccc(Cl)cc3)n2)cc1,-2,93,84,97,-7,100,1,93
COc1cc(C)c(C(C)C)cc1S(=O)(=O)N1CCOCC1,2,101,103,103,12,102,0,107
Cc1csc(NC(=O)CSc2ncnc3c2cnn3-c2ccccc2Cl)n1,1,88,89,80,1,98,2,98
COc1ccc(NC(=O)C2=Cc3cccc(OC)c3OC2)cc1,8,91,88,94,-1,89,0,93
COc1cc(-c2c(-c3cccc(C)c3)oc3ccccc23)cc(OC)c1OC,7,95,82,103,16,69,1,94
CC1=NN(C(N)=S)C(=O)C1N=Nc1c(C)cc(C)cc1C (centres undefined),7,98,97,114,31,93,0,112
O=C(CN1C(=O)NC2(CCCC2)C1=O)Nc1nc(-c2ccc(F)c(F)c2)cs1,1,100,101,100,-1,99,3,102
Cc1ccccc1CNC(=O)C1CCC(=O)N(C2CCCCCC2)C1 (centres undefined),5,103,94,73,-2,.,2,94
CC(C)Cc1nnc(NC(=O)CS(=O)(=O)Cc2ccccc2)s1,2,101,95,93,-2,102,0,101
C/C(=N\NC(=O)CSc1nc2ccccc2s1)c1ccco1,-3,104,98,97,9,102,2,104
Fc1ccc(NC(=S)N2CCc3[nH]c4ccccc4c3C2)cc1,29,102,105,99,-4,106,0,93
Cc1ccn(CCC(=O)NC2CCCc3c2cnn3-c2cccc(C)c2C)n1 (centres undefined),4,103,102,104,-6,109,1,107
CCC(C)[C@H](NC(=O)N1CCn2c1nc1ccccc12)C(=O)NCC1CCCO1 (some centres undefined),4,105,97,88,-5,103,2,109
CN(CCNC(=O)c1cc2c(=O)n(C)c3ccccc3c2n1C)Cc1ccccc1,18,100,105,101,-6,103,0,111
COc1ccc2c(c1)c(=O)oc1c(C)c(OCc3cc(C(=O)O)oc3C)ccc12,-3,99,95,100,12,94,0,100
N/C(=N\OC(=O)CCC1CCCCC1)c1cccc([N+](=O)[O-])c1,3,99,95,101,4,98,0,102
O=C(NCc1ccccc1)c1ccccc1CO,13,100,95,90,2,95,0,109
CC(=O)C1=C(C)NC(=O)NC1c1cc(Br)ccc1OCC#N (centres undefined),2,96,101,101,-11,93,4,115
Cc1ccc(S(=O)(=O)NNC(=O)CCC(=O)Nc2ccc(C)c(C)c2)cc1,1,99,99,98,8,97,1,107
CCOC(=O)c1cnc(SC2CCc3ccccc3C2=O)nc1N (centres undefined),11,98,100,104,?,98,3,100
CCN(CC(=O)NCc1ccncc1)S(=O)(=O)c1cc(Cl)ccc1Cl,7,98,104,93,-2,102,0,106
CCOC(=O)C1=C(C)N=C2SC(CC)C(=O)N2C1c1cccc(F)c1 (centres undefined),-9,98,101,100,0,100,0,105
Cc1cc(C)nc(NS(=O)(=O)c2ccc(NC(=S)NC(=O)c3cccnc3)cc2)n1,6,93,.,95,16,93,0,95
CSC1=NCCN1S(=O)(=O)c1ccc(NC(C)=O)cc1,1,107,103,97,2,109,3,110
Cc1occc1C(=O)Nc1cc(=O)n(C)c(=O)n1C,-3,95,97,97,11,96,1,107
COCCn1c(=NC(=O)CSCC(=O)N2CCOCC2)sc2ccccc21,-3,104,97,98,23,100,0,104
CCOC(=O)C1CCCN(C(=O)c2ccc(CS(=O)(=O)c3ccc(Br)cc3)o2)C1 (centres undefined),14,96,94,107,-1,99,10,120
COC(=O)CSc1nnc(-c2ccc(S(=O)(=O)N3CCCC3)cc2)n1C,5,99,101,96,-8,93,0,103
CCOc1ccc(N2C(=O)CC(NC3CCN(C(=O)c4cccc(Cl)c4)CC3)C2=O)cc1 (centres undefined),-5,103,105,103,-15,101,0,99
COc1ccc(Cl)cc1NC(=O)C(OC)c1ccccc1 (centres undefined),4,93,94,101,-4,89,2,105
Cc1ccc(NS(=O)(=O)c2cccc(C(=O)N(C)Cc3cccs3)c2)cc1,-5,102,106,100,1,101,2,103
OC(COc1ccccc1CNCc1cccnc1)CN1CCc2ccccc2C1 (centres undefined),3,53[may fluoresce violet],18[may fluoresce violet],89[may fluoresce violet],-24,?,0,588*[may fluoresce violet]
O=[N+]([O-])c1ccc(N2CCNCC2)cc1Sc1nc2ccccc2[nH]1,-1,106,104,97,1,113,0,109
CCCC(=O)c1ccc(N2CCOCC2)c(F)c1,10,103,100,117,32,94,3,107
COc1ccc(C2c3ccc4ccccc4c3Oc3ncn(CCCN(C)C)c(=N)c32)cc1 (centres undefined),45,102,103,94,-18,101,0,101
CC(CCc1ccccc1)NC(=O)CN1C(=O)NC2(CCCCC2C)C1=O (centres undefined),-8,92,92,87,0,89,0,92
COc1ccc(CCCC(=O)Nc2cc(C)ccc2OC)cc1,3,101,102,94,-2,106,1,105
CCOC(=O)c1c(C)n(C)c2ccc(OCC(O)CNCCc3ccccc3)cc12 (centres undefined),10,106,95,95,-17,103,0,105
COc1ccccc1NC(=O)c1coc(=O)c(Br)c1,3,104,111,101,0,113,0,104
O=C(NCc1ccco1)c1ccc(COCC(F)(F)C(F)F)cc1,9,98,97,99,23,98,2,102
O=C(NCCc1ccccc1)N1c2ccccc2Sc2ccccc21,-13,96,91,98,5,94,2,98
O=C(c1nc2ccc(Cl)cn2c1CN1CCCC(CO)C1)N1CCc2ccccc2C1 (centres undefined),-8,101,102,107,-10,100,0,102
N#C/C(=N/O)c1nc(-c2ccc(F)cc2)cs1,-5,92,77,106,-8,70,0,100
Cc1c(CCCN)c2ccccc2n1Cc1ccccc1,5,99,101,96,-2,99,0,102
CN(Cc1nccs1)C(=O)C1CCC(=O)N(Cc2ccccc2F)C1 (centres undefined),-5,110,101,88,0,104,0,100
O=C(NCCO)C(=O)NCC1CCCN1S(=O)(=O)c1cccs1 (centres undefined),2,102,112,113,7,98,0,102

# Part of the list above, as labelled records:
CCOC(=O)c1c(C)n(C)c2ccc(OCC(O)CNCCc3ccccc3)cc12 (centres undefined)
  VLA-4 inh: 10; RPL19A-GFP yeast: 106; AGP1 TOR yeast: 95; LAP4 TOR yeast: 95; GASC-1 inh: -17; CIT2-GFP yeast: 103; GRK2 inh: 0; MEP2 TOR yeast: 105
COc1ccccc1NC(=O)c1coc(=O)c(Br)c1
  VLA-4 inh: 3; RPL19A-GFP yeast: 104; AGP1 TOR yeast: 111; LAP4 TOR yeast: 101; GASC-1 inh: 0; CIT2-GFP yeast: 113; GRK2 inh: 0; MEP2 TOR yeast: 104

# Quoted at random: two compounds from above, in no set order.
SMILES,VLA-4 inh,RPL19A-GFP yeast,AGP1 TOR yeast,LAP4 TOR yeast,GASC-1 inh,CIT2-GFP yeast,GRK2 inh,MEP2 TOR yeast
O=C(c1nc2ccc(Cl)cn2c1CN1CCCC(CO)C1)N1CCc2ccccc2C1 (centres undefined),-8,101,102,107,-10,100,0,102
COc1ccc(CCCC(=O)Nc2cc(C)ccc2OC)cc1,3,101,102,94,-2,106,1,105

# (more compounds)
SMILES,VLA-4 inh,RPL19A-GFP yeast,AGP1 TOR yeast,LAP4 TOR yeast,GASC-1 inh,CIT2-GFP yeast,GRK2 inh,MEP2 TOR yeast
C/C(CC(=O)Nc1cc(C)ccn1)=N\NC(=O)c1ccc(C)cc1,7,101,101,87,7,98,5,107
COc1ccc(NS(=O)(=O)c2ccc(-c3ccccn3)s2)cc1,23,99,111,122,-7,96,2,100
Cc1ccc(S(=O)(=O)NCCC(=O)Nc2nccs2)cc1,3,99,85,72,3,87,4,83
CCn1cc[n+](C)c1P(c1ccccc1)c1ccccc1,5,100,103,95,12,104,0,103
CS(=O)(=O)N1CCC2(CC1)OCCN2S(=O)(=O)c1ccccc1,10,94,103,94,-10,96,0,100
NC(=O)c1ccc(N2CCOCC2)nc1,6,101,96,85,-4,95,0,105
O=C(Cc1cccc2ccccc12)Nc1ccc(O)cc1C(=O)O,22,107,106,102,-4,105,1,106
C=CCn1c(SCCCc2ccccc2)nc2c1c(=O)[nH]c(=O)n2C,-3,101,98,103,-2,104,1,104

# High-throughput results deposited in PubChem BioAssay by several laboratories.
